High-throughput results from PubChem BioAssay.
ASAP1 inh = blocks human ASAP1-stimulated Arf1 GTP hydrolysis. AID 624377. GDP FP detection. inhibition, % at 16.5 µM. actives 0.19% (n = 360,000); in the data active = inhibition above about 25%;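 also: 0% = vehicle with enzyme and substrate and 100% = no enzyme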
KLK7 zymogen act = activators of human kallikrein-7 zymogen | actives 0.9% (n = 370,000) | AID 652039 | purified proKLK7, EDANS-DABCYL substrate fluorescence; 100% is mature enzyme control, 0% vehicle | activation, % at 7 µM | P49862;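 active = activation above the mean of all tested compounds plus 3 SD, computed per campaign excluding outliers beyond control limits, cut at about 13% in these data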
DDE Tn6 FP inh = inhibitors of Tn6 peptide binding to human fibrin DD(E); P02675; Fibrin DD(E) TRITC-Tn6 fluorescence polarization displacement; inhibition, % at 8.3 µM; actives 0.21% (n = 370,000); AID 720509;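 active = inhibition above a per-campaign cutoff: mean of compounds within control limits plus 3 SD, cut at about 15% in these data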;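 also: 0% = median of all compound wells on the plate and 100% = blocking peptide control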
ADAM17 inh = inhibits human ADAM17; actives 0.83% (n = 370,000); inhibition, % at 6.95 µM; AID 720648; P78536; recombinant ADAM17, EDANS/DABCYL FRET peptide cleavage;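 active = inhibition above the mean of compounds lying between control limits plus 3 SD, set per campaign, cut at about 8.5% in these data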;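 also: 0% = DMSO-only wells as the low control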
Tn7 DDE FP = inhibitors of Tn7 peptide binding to human fibrin DD(E) | FP displacement of FITC-Tn7 peptide from fibrin DD(E); 0% = median of compound wells per plate | inhibition, % at 8.3 µM | actives 0.13% (n = 370,000);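 active = inhibition above the mean of compounds falling within the control limits plus 3 SD of them, cut at about 14% in these data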;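 also: 0% = plate median of compound wells and 100% = 10 µM Aha-Tn7 peptide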
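Measure: % inhibition scaled between sample-field median and high-control FP; Test system: human fibrin DD(E); Quantity: 2 µM final DD(E) protein; Doses: one dose, 8.3 µM nominal; Schedule: compound with protein 10 min, then 3 h after probe, room temperature; Detection: fluorescence polarization; Medium: Tris buffer with calcium and detergent, pH 7.8.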
TDP2 absorb = blocks human TDP2 phosphodiesterase activity. actives 0.34% (n = 370,000). recombinant TDP2, T5PNP hydrolysis, p-nitrophenol absorbance 415 nm. inhibition, % at 12.8 µM;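 active = inhibition above the mean of all tested compounds plus 3 SD, set per campaign, cut at about 25% in these data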;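 also: 0% = DMSO with enzyme and 100% = buffer with substrate but no TDP2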
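Evaluation: % inhibition relative to enzyme-containing and enzyme-free wells. Material: recombinant human TDP2. Benchmarks: enzyme-free and DMSO wells. Timing: enzyme reaction with compound for 2 h at 37 °C. Compound dosing: 12.8 µM only. Measured by: p-Nitrophenol epi absorbance. Reagent: T5PNP substrate at 5 mM, a TopII-DNA adduct mimic. Replication: single well per compound.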
ADAM10 inh = inhibits human ADAM10. AID 720582. actives 0.62% (n = 370,000). inhibition, % at 7 µM. recombinant ADAM10, EDANS/DABCYL FRET peptide cleavage, 3 h. O14672;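 active = inhibition above a per-campaign cutoff equal to the mean of compounds falling between control-based bounds plus 3 SD, cut at about 20% in these data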;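 also: 0% = DMSO wells while the 100% control is not disclosed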
Target sequence (O14672 214-748 limits assumed): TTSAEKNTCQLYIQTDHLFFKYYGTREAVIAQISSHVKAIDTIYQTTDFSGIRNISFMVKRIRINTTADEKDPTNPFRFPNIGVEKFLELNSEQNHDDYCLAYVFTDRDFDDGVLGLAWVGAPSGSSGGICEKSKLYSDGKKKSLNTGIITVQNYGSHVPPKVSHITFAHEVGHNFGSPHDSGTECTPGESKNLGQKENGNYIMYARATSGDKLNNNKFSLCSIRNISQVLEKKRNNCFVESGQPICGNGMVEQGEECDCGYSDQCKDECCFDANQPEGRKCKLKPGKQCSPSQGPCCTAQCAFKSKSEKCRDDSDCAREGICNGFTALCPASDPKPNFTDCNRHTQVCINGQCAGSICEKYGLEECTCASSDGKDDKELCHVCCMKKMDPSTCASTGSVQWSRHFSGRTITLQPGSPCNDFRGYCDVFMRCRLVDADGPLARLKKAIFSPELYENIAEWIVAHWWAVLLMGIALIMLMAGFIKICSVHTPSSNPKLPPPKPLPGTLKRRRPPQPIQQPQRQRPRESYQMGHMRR
LEDGF integ inh = blocks HIV-1 LEDGF/p75-dependent DNA integration | TR-FRET IN-LEDGF/p75 DNA integration, Eu/Cy5 | inhibition, % at 3.7 µM | actives 0.64% (n = 370,000);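 active = inhibition above the screen-wide mean plus 3 SD, cut at about 13% in these data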;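 also: signal is the Cy5 over europium emission ratio at 671 and 618 nm; 0% = plate median of compound wells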
PLCg1 inh = PLC-gamma1 (human) inhibition, primary screen; purified PLC-gamma1, fluorogenic substrate, fluorescence; inhibition, % at 12.2 µM; actives 0.84% (n = 370,000); P19174; in the data active = inhibition above about 9.5%
ARFGAP1 inh = inhibits rat ARF GTPase activating protein 1; Q62848; Arfgap1-stimulated ARF1 GTP hydrolysis, GDP FP detection; inhibition, % at 16.5 µM; actives 0.26% (n = 360,000); AID 651572;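 active = inhibition above a per-plate limit, mean inhibition of low control wells plus 3 SD, cut at about 25% in these data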;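 also: 0% = DMSO wells with enzyme and 100% = wells lacking Arfgap1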
Target sequence (Q62848 1-136 limits assumed): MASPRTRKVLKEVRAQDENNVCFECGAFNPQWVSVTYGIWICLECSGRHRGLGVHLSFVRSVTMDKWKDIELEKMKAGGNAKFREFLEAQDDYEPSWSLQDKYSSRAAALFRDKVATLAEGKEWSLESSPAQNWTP
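Material – truncated rat Arfgap1 GAP domain · Buffer or medium – HEPES-based buffer, pH 7.5 · Reagent – human ARF1(Δ1-17)-GTP substrate · Dosing – 16.5 µM single point, 1.26% DMSO · Schedule – GTP hydrolysis reaction 2 h at 25 °C · Technique – GDP detection by fluorescence polarization · Benchmarks – No-Arfgap1 wells (100%) versus DMSO full-reaction wells (0%) · Repeats – single replicate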
* marks the source's active call; other numbers are inactive results; . = not tested or not shown. Not a hit list (roughly 4.2% active in at least one column).

SMILES	ASAP1 inh	KLK7 zymogen act	DDE Tn6 FP inh	ADAM17 inh	Tn7 DDE FP	TDP2 absorb	ADAM10 inh	LEDGF integ inh	PLCg1 inh	ARFGAP1 inh
O=C(NCc1ccccc1F)c1ccc(S(=O)(=O)NCc2ccco2)cc1	-4	-0.2	-5	0	-4	-2	-8	2	1	8
COc1cccc(C(=O)C2=NN(C(C)=O)CC2c2ccco2)c1 (centres undefined)	4	-0.6	7	-3	-6	-15	-9	-7	-1	-3
O=C(NCCN1CCCCC1)Nc1ccc(F)cc1F	5	0.0	6	2	10	4	0	-5	1	13
C=CCOc1ccc(CN(C)Cc2nc3cc(C(F)(F)F)ccc3c(=O)[nH]2)cc1	12	-0.3	-5	5	1	-19	5	2	4	6
CN(C)CCCNC(=O)C[C@H]1C[C@H](C(=O)N2CCOCC2)[C@@]2(C)c3[nH]c4ccc(Cl)cc4c3CCN2C1=O	0	0.9	2	-3	4	10	-6	-4	3	-3
Nc1ccccc1Oc1c(F)c(F)c(Oc2ccccc2N)c(F)c1F	-4	0.4	1	5	-3	4	9	-3	-4	-16
COc1ccc(S(N)(=O)=O)cc1C(=O)NCCCN1CCN(c2cccc(Cl)c2)CC1	15	0.6	-2	-3	-2	-8	-14	1	0	15
O=C1NC[C@H](Cc2ccccc2)N(CC2CCN(CC3CCCC3)CC2)C1=O	10	-0.4	-5	-3	-3	-2	-7	1	0	-6
CCN(CC)C(=O)Oc1ccc(Br)cc1C(=O)Nc1ccc(F)c(Cl)c1	-8	0.8	6	-2	3	4	5	1	0	-2
CCc1ccccc1-c1cc(C(=O)OC)c2n(c1=O)CCC2	.	-0.3	1	-1	0	3	-3	0	1	.

Reformatted: 3 of the compounds above.
> O=C1NC[C@H](Cc2ccccc2)N(CC2CCN(CC3CCCC3)CC2)C1=O
  ASAP1 inh: 10; KLK7 zymogen act: -0.4; DDE Tn6 FP inh: -5; ADAM17 inh: -3; Tn7 DDE FP: -3; TDP2 absorb: -2; ADAM10 inh: -7; LEDGF integ inh: 1; PLCg1 inh: 0; ARFGAP1 inh: -6
> CCN(CC)C(=O)Oc1ccc(Br)cc1C(=O)Nc1ccc(F)c(Cl)c1
  ASAP1 inh: -8; KLK7 zymogen act: 0.8; DDE Tn6 FP inh: 6; ADAM17 inh: -2; Tn7 DDE FP: 3; TDP2 absorb: 4; ADAM10 inh: 5; LEDGF integ inh: 1; PLCg1 inh: 0; ARFGAP1 inh: -2
> CCc1ccccc1-c1cc(C(=O)OC)c2n(c1=O)CCC2
  ASAP1 inh: .; KLK7 zymogen act: -0.3; DDE Tn6 FP inh: 1; ADAM17 inh: -1; Tn7 DDE FP: 0; TDP2 absorb: 3; ADAM10 inh: -3; LEDGF integ inh: 0; PLCg1 inh: 1; ARFGAP1 inh: .

(list continues)
SMILES	ASAP1 inh	KLK7 zymogen act	DDE Tn6 FP inh	ADAM17 inh	Tn7 DDE FP	TDP2 absorb	ADAM10 inh	LEDGF integ inh	PLCg1 inh	ARFGAP1 inh
C=CCc1cc(Cl)ccc1OCCn1ccnc1	12	0.5	5	-3	3	15	-4	5	3	-1
CC1=NN(C(=O)c2ccc(Cn3nc(C)c([N+](=O)[O-])c3C)o2)C(O)(C(F)(F)F)C1 (centres undefined)	-9	-0.8	-5	-1	-7	-3	1	-5	-3	0
NC(=S)N/N=C1\CC(n2nnn(-c3cccc(Cl)c3)c2=S)C2COC1O2 (centres undefined)	-2	-0.1	-3	-2	-4	3	0	2	-2	3
Cc1cc(C)n(CCO)c(=O)n1	5	0.3	-3	-4	-3	5	0	3	2	15
O=C(CN1C(=O)c2ccccc2S1(=O)=O)NC1CC2CCC1C2 (centres undefined)	7	-0.5	10	-2	-1	5	-3	-1	4	8
C=CCOc1ccccc1CN1CCSCC1	5	0.0	-7	-7	1	10	-1	-1	-1	-4
COc1ccc(-c2cc3ccccc3n2CC(O)CNCCO)cc1 (centres undefined)	15	-0.7	3	-8	4	-7	-22	1	-7	13
C=CCN1C(=O)NC2(CCCCC2)C1=O	-21	-0.2	9	-2	8	1	-3	-1	3	-2
COc1ccc(CC(C#N)(CO)c2nc3ccccc3[nH]2)cc1 (centres undefined)	4	0.1	-1	1	3	6	-4	-2	-5	-9
Cc1nn(CC(=O)Nc2ccccc2)c(=O)c2ccccc12	-2	0.3	8	0	-2	0	-1	-2	-2	-17

The final 4 compounds of the section above lead into the next.
SMILES	ASAP1 inh	KLK7 zymogen act	DDE Tn6 FP inh	ADAM17 inh	Tn7 DDE FP	TDP2 absorb	ADAM10 inh	LEDGF integ inh	PLCg1 inh	ARFGAP1 inh
COc1ccc(-c2cc3ccccc3n2CC(O)CNCCO)cc1 (centres undefined)	15	-0.7	3	-8	4	-7	-22	1	-7	13
C=CCN1C(=O)NC2(CCCCC2)C1=O	-21	-0.2	9	-2	8	1	-3	-1	3	-2
COc1ccc(CC(C#N)(CO)c2nc3ccccc3[nH]2)cc1 (centres undefined)	4	0.1	-1	1	3	6	-4	-2	-5	-9
Cc1nn(CC(=O)Nc2ccccc2)c(=O)c2ccccc12	-2	0.3	8	0	-2	0	-1	-2	-2	-17
Nc1cc(S(=O)(=O)N2CCCCC2)ccc1N1CCCCC1	4	0.1	-2	0	-8	-10	-1	-2	-3	1
COc1ccc(C2C(C#N)=C(N)N(c3cccnc3)C3=C2C(=O)CCC3)cc1Cn1cc([N+](=O)[O-])cn1 (centres undefined)	5	0.2	-1	2	-2	-17	3	0	-40	8
O=C1CCC[C@H]2C[C@H](NCCc3ccncc3)CC[C@]23CCCN13	.	.	-1	-3	-1	0	-6	-1	-3	.
COc1ccc(NC(C)=O)cc1NC(=O)c1cccc(S(=O)(=O)N2CCN(Cc3ccccc3)CC2)c1	-1	0.0	2	5	-1	-2	1	2	4	7
